OXTR agonist: human OXTR agonism. P30559. CHO-OTR cells, Fluo-8 calcium fluorescence; normalized: DMSO 0%, oxytocin 100%. activation, % at 3 µM. 320,000 tested, 0.32% active. AID 2435;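 active means activation above the mean of all tested compounds plus 3 SD, cutoff set per screening run, cut at about 20% in these data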;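 further: peak over basal fluorescence ratio from a 100 s FLIPR kinetic read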
MEKK3 PB1 HTS: raises or lowers MEK5 binding to the human MEKK3 PB1 domain | AID 1529 | binding response (% of control), % at 10 µM | bead-based flow cytometry, Alexa488-MEK5 binding to MEKK3; actives lie on both sides; 0 = blocked by unlabeled MEK5, 100 = vehicle | 290,000 tested, 1.4% active;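 active means binding response more than 3 SD above or below the average of its plate-row segment, actives on both sides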;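 further: Alexa488 bead fluorescence after subtracting the streptavidin-only scavenger bead signal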
Target sequence (Q99759 whole entry, looked up, the tested form may be a part): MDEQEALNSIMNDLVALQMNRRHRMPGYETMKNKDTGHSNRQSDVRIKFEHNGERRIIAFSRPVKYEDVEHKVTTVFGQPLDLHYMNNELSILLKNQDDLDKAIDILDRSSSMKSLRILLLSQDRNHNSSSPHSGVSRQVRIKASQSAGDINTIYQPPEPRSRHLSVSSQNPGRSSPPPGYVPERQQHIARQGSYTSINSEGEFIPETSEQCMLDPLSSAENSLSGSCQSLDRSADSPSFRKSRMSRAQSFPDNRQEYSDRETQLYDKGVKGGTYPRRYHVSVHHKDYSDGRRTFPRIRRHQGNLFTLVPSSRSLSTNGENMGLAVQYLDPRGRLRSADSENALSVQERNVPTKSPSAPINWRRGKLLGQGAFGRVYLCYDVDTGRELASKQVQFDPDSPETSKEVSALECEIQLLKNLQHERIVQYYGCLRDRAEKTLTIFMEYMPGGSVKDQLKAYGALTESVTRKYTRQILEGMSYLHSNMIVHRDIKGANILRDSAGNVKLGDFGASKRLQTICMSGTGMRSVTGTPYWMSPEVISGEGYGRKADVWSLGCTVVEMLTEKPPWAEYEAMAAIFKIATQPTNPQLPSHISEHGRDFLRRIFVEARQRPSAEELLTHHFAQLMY
PHOSPHO1 inh: PHOSPHO1 (human) inhibition | AID 1565 | recombinant PHOSPHO1, absorbance phosphatase assay | Q8TCT1 | 290,000 tested, 1.1% active | inhibition, % at 13.3 µM; in the data active means inhibition above about 60%
Target sequence (Q8TCT1 whole entry, looked up): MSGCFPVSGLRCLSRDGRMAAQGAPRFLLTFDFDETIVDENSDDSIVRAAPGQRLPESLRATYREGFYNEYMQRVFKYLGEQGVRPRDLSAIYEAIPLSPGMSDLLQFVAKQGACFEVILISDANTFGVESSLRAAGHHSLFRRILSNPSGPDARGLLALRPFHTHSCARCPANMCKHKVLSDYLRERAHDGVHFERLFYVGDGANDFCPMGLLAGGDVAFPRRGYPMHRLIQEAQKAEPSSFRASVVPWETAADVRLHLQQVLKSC
MEKK2 WT-MEK5: raises or lowers MEK5 binding to wildtype human MEKK2 PB1 domain | binding response (% of control), % at 10 µM | 290,000 tested, 1.1% active | bead flow cytometry, Alexa488-MEK5 binding to MEKK2 WT; actives lie on both sides; in the data active means binding response below about 67% or above about 130%
FID counter: fluorescent intercalator displacement, NS3 helicase counter-screen. DNA fluorescent intercalator displacement, fluorescence. AID 1845. 290,000 tested, 0.17% active. inhibition, % at 7.9 µM; in the data active means inhibition above about 37%;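 further: 0% = vehicle and 100% = reference compound; higher means more ethidium bromide displaced from hairpin DNA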
NALP1 inh: blocks the NALP1 inflammasome reconstituted in yeast. S. cerevisiae NALP1/ASC/caspase-1 growth, X-gal OD620, 72 h. inhibition, % at 10 µM. 280,000 tested, 0.61% active; in the data active means inhibition mostly above about 24%, no sharp cut-off; inactive means mostly below about 32%; further: some compounds called inactive have numbers as strong as hits
MEKK2mut PB1 HTS: signal of MEK5 binding to mutant human MEKK2 PB1 domain; bead flow cytometry, Alexa488-MEK5 binding to MEKK2 mutant; percent response, % at 10 µM; 290,000 tested, 0.35% active; AID 1530; in the data active means percent response above about 24%, passing the limit was not always enough; further: inactives centre near 1; some results filed as inactive read as strong as hits; reference of the scale not given here
PfM18AAP inh: PfM18AAP enzyme inhibition; recombinant PfM18AAP, H-Glu-NHMec fluorogenic cleavage; inhibition, % at 7.35 µM; 290,000 tested, 1.2% active; AID 1822;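 active means inhibition above the campaign mean inhibition over all tested compounds plus 3 SD, cut at about 28% in these data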;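 further: 0% = plate median of test compound wells and 100% = 2 mM ZnCl2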
GPR7 antag: antagonists of human GPR7 (neuropeptides B/W receptor 1); P48145; GPR7-expressing cells, fluorescence antagonist assay; inhibition, % at 4.4 µM; 290,000 tested, 1.1% active; in the data active means inhibition above about 16%, passing the limit was not always enough;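 further: cells stimulated with the agonist NPW; 0% = agonist with vehicle and 100% = vehicle without agonist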
An asterisk follows results filed as active; . = no result given; & = joins results of further samples; [ ] = remark or other dose.

SMILES	OXTR agonist	MEKK3 PB1 HTS	PHOSPHO1 inh	MEKK2 WT-MEK5	FID counter	NALP1 inh	MEKK2mut PB1 HTS	PfM18AAP inh	GPR7 antag
CC(C)CC12CN3CCN(CC(C3)C1O)C2 (stereo not drawn)	0.7	88	-9	101	-2	-18	-1	12	-4
COc1ccc(Cn2c(N)c(C(=O)NCc3ccco3)c3nc4ccccc4nc32)cc1OC	3.9	.	18	.	-34	-3	.	19	7
CSc1ncc(/C=C2/C(=O)NC(=O)N(c3ccc(C)cc3)C2=O)cn1	0.7	100	23	97	-11	3	-6	3	-3
CCCCCCC(=O)N/N=C/c1c(O)n(C2CC2)c(=S)[nH]c1=O	-2.0	104	24	106	-30	-6	11	2	-12
Cc1cc(/C=C2/C(=O)NC(=O)N(Cc3ccco3)C2=O)c(C)n1-c1ccc(C(=O)O)cc1	1.0	107	8	102	-30	-4	-1	11	-5
O=C(CN1C(=O)CN=C(c2ccccc2Cl)c2cc(Cl)ccc21)NCc1ccco1	2.3	102	-8	100	-30	0	3	4	10
Cc1cc(C)[n+](C2C3CC4CC(C3)CC2C4)o1 (stereo not drawn)	0.7	92	2	85	-7	16	-2	2	1
CC(C)c1ccc(NC(=O)CCNC(=O)N2C[C@H]3C[C@@H](C2)c2cccc(=O)n2C3)cc1	0.3	99	34	98	-27	11	-2	3	9
Cc1nn(CC(C)C)c(Cl)c1C(=O)O	-0.3	106	28	109	1	-12	2	2	-4
FC(F)(F)c1cccc(NC2=NCCCS2)c1	0.9	100	41	97	-2	8	1	0	-5
CC(C)N1C(=O)NC(=O)C2(Cc3cc([N+](=O)[O-])ccc3N(C)C2c2ccccc2)C1=O (stereo not drawn)	1.2	113	9	102	-21	23	0	5	-11
COc1cc(/C=C/c2nc3ccccc3c(=O)n2-c2cccc(O)c2)ccc1O	2.7	120	47	107	-20	.	18	14	2
O=c1c2ccccc2nc(CSc2ncnc3nc[nH]c23)n1-c1ccc(Cl)c(Cl)c1	-0.4	93	13	95	0	6	-6	-1	-8
COc1ccccc1-n1c(O)c(C=Nc2c(C)n(C)n(-c3ccccc3)c2=O)c(=O)[nH]c1=O	-0.9	104	-47	101	-11	0	6	-4	5
Cc1ccccc1CN1CCN(Cc2ccccc2)CC1	-1.3	100	21	93	2	10	-7	-1	-1
CCN(CCCl)Cc1ccccc1Br	1.0	113	.	117	.	.	5	.	.
CC(=NC1CCN(Cc2ccccc2)CC1)c1c(O)n(C)c(=O)n(C)c1=O	1.1	103	-5	99	5	0	1	2	-7
CCOC(=O)CSc1ccc(C(=O)N2CCC3(CC2)OCCO3)cc1[N+](=O)[O-]	1.1	103	-11	108	-22	10	4	-3	-4
COc1ccc(-c2nc3ccccc3c(=O)n2-c2nccs2)cc1	-0.8	103	-6	98	-8	-5	1	-15	1
CC[C@H](C)/C=C(C)/C=C/C1=CC2=C(Cl)C(=O)[C@@](C)(OC(C)=O)C(=O)C2=CO1	2.0	101	.	89	.	.	1	.	.
C#CCN(C)C(C)Cc1ccccc1 (stereo not drawn)	0.1	69*[inhibitor]	-1	61*[inhibitor]	-3	16	3	0	1
CC(C)CN1CCN(Cc2cccc3c2OCO3)CC1CCO (stereo not drawn)	-0.1	.	37	.	4	-10	.	-6	-12
CCCc1nc2ccccc2c(=O)n1-c1cccc(OC)c1	-2.0	99	-18	101	-7	-5	0	3	-5
Cc1ccc(N2Cc3ccccc3C2=N)cc1[N+](=O)[O-]	-0.3	112	12	102	2	-11	-1	-3	-7
CN1C(=O)C(=Cc2ccccc2OCc2ccc(Cl)cc2)C(=O)N(C)C1=O	-1.9	95	1	89	-6	44*	-2	-1	-1
CCOP(=O)(Cc1cc(C(=O)CC)c(C)o1)OCC	1.1	102	-53	100	-10	14	10	-12	-6
CCC(C(=O)N1CCC2(CC1)OCCO2)c1ccccc1 (stereo not drawn)	-0.5	99	-18	94	-4	3	-4	1	-6
CC(=O)N1CN2CN(C(C)=O)CC(C(=O)c3ccc(Br)cc3)(C2)C1	0.3	96	4	99	-5	1	-3	-7	3
CN1CCN(c2cc(N3CCCCCC3)c(F)cc2[N+](=O)[O-])CC1	4.7	104	1	110	11	41	1	-2	-3
C[C@H](NC(=O)CCC(=O)N1C[C@H]2C[C@H](C1)c1cccc(=O)n1C2)c1ccccc1	-0.2	95	13	97	-3	1	-2	4	-8
COc1ccc(OC)c2c1CCC1NCCOC21 (stereo not drawn)	0.4	97	7	96	-5	21	-1	4	2
O=C1NC(=O)N(c2ccc3c(c2)OCO3)C(=O)/C1=C\c1ccc(-c2ccccc2C(=O)O)o1	0.3	100	-6	98	-21	8	-5	24	-19
O=C1CN=C(c2ccccc2)c2cc(Br)ccc2N1Cc1cc(=O)n2ccccc2n1	0.8	95	-21	96	-36	20	0	3	-4
CN1C(=O)C(=Cc2ccc(Sc3ccccc3)o2)C(=O)N(C)C1=O	0.2	102	38	98	-15	-4	-1	9	-4
COC(=O)C1=C(c2ccccc2)C[C@@H]2CC[C@H]1N2C(=O)NCCS(C)=O (stereo partly drawn)	0.5	106	.	105	.	.	5	.	.
CCOC(=O)c1c(NS(=O)(=O)c2ccccc2)n(CCCOC)c2nc3ccccc3nc12	0.3	96	-32	95	-19	14	-2	18	3
CC/C=C/CC(=O)N[C@@H](c1ccccc1)[C@@H](O)C(=O)O[C@H]1C[C@@]2(O)[C@@H](OC(=O)c3ccccc3)C3[C@](C)(C(=O)[C@H](OC(C)=O)C(=C1C)C2(C)C)[C@@H](O)C[C@H]1OC[C@@]31OC(C)=O (stereo partly drawn)	-0.2	103	13	101	-52	18	2	-4	1
CN1CC=C(c2c[nH]c3ccccc23)CC1	0.4	105	-2	105	1	2	9	1	-10
NCC(O)c1ccc(O)cc1 (stereo not drawn)	0.3	74*[inhibitor]	8	84	1	10	3	-6	-7
O=C(Cc1ccccc1)Oc1ccc(N2C(=O)CCC2=O)cc1	0.9	102	10	105	-3	-12	0	-2	-2
COc1ccc(S(=O)(=O)NCc2ccc(C(=O)N3CCC4(CC3)OCCO4)cc2)cc1	0.0	97	-9	98	-30	-4	-2	-1	-3
CCCCNC(=O)c1c(N)n(Cc2ccc3c(c2)OCO3)c2nc3ccccc3nc12	-0.2	83	15	84	-1	15	-9	-5	-6
CCS(=O)(=O)N1CCCC(C(=O)N2CCC3(CC2)OCCO3)C1 (stereo not drawn)	2.9	100	18	103	1	-11	1	5	-7
COC(=O)C1=C(N)Oc2c(c(=O)oc3ccccc23)[C@]12C(=O)N(C)c1ccccc12	0.2	101	25	101	-24	21	-1	-8	5
CSc1ccccc1C(=O)C1CCCN(Cc2cccc(C)n2)C1 (stereo not drawn)	-0.3	112	34	104	-1	-2	-4	-10	-3
Cc1ccc(O)c(CN2CCN(c3ccccc3)CC2)c1	-1.4	108	-7	115	7	8	4	-10	-1
CCOP(=O)(OCC)C(NS(=O)(=O)c1ccccc1)C(Cl)(Cl)Cl (stereo not drawn)	0.2	93	-1	82	-2	-21	-13	0	-11
C=CCN1C(=O)c2ccccc2Sc2ccc(C(=O)N3CCC4(CC3)OCCO4)cc21	2.1	71	32	81	-33	-14	-5	3	-2
Fc1cccc(F)c1CN1CCN(c2ccc(Cl)cc2)CC1	-1.9	97	35	98	-11	28	-2	-11	-1
COc1ccc2nc3oc(C(=O)N4CCC5(CC4)OCCO5)cc3cc2c1	-1.6	121	28	104	-26	-13	0	6	-3
Cc1ccc(-c2cc(C(=O)N3CCC4(CC3)OCCO4)no2)cc1	-0.8	88	6	82	-22	-19	-13	-2	-7
COc1ccccc1N1C(=O)NC(=O)/C(=C/c2ccc([N+](=O)[O-])s2)C1=O	0.5	103	8	100	-13	.	-1	6	4
COC(=O)C1=C(c2cccc(OC)c2OC)C[C@@H]2CC[C@H]1N2C(=O)NC(C)C	-0.1	108	.	109	.	.	3	.	.
COc1ccc(OC)c(C2=NOC(C(=O)N3CCC4(CC3)OCCO4)C2)c1 (stereo not drawn)	-1.0	98	27	102	-6	.	5	1	-5
CN1C(=O)N(C)C(=O)C2(Cc3ccccc3N3CCCC32)C1=O (stereo not drawn)	2.5	97	46	100	-8	-5	2	-5	-12
Cc1cccc(Cn2cc(C=O)c3ccccc32)c1	5.7	96	.	97	-26	-1	1	9	-1
COc1cc2c(cc1OC)C(C(=O)NC(C)C)C1CCCCN1C2=O (stereo not drawn)	-0.4	88	6	91	-12	16	-10	-11	-2
CN(C(=O)Oc1ccc(F)cc1)c1ccccc1	1.1	107	40	104	-7	-11	12	8	-15
CCCCNC(=O)Nc1ccc(C(O)(C(=O)OC)C(F)(F)F)cc1 (stereo not drawn)	1.1	96	-4	97	-1	1	0	-5	32
CC(c1ccc(F)cc1)n1cc(C(=O)NCc2ccc3c(c2)OCO3)nn1 (stereo not drawn)	15	103	-4	104	-7	-9	3	6	-4

Further records
SMILES	OXTR agonist	MEKK3 PB1 HTS	PHOSPHO1 inh	MEKK2 WT-MEK5	FID counter	NALP1 inh	MEKK2mut PB1 HTS	PfM18AAP inh	GPR7 antag
O=C(O)c1cccc2nc3ccccc3nc12	0.0	105&83	56	103&110	-3	18	2&-3	4	1
COc1ccc(CCn2c(O)c(C=NCCCO)c(=O)[nH]c2=O)cc1OC	-0.1	94	17	92	5	-10	-4	-2	-9
CCOC(=O)c1c(C)n(Cc2ccco2)c2ccc(OC)cc12	-2.6	98	1	98	-12	4	0	-23	-17
CCCCn1c(NS(=O)(=O)c2ccccc2)c(C(=O)OCC)c2nc3ccccc3nc21	7.8	100	83*	91	-31	11	-2	12	-2
CCOC(=O)c1sc(/N=C/c2c(O)n(-c3cccc(C)c3)c(=O)[nH]c2=O)c(C#N)c1C	-1.6	104	-7	127	-8	25	35	0	-8
CCCC1=C(C(=O)OCC)C2(C(=O)Nc3ccccc32)C(C#N)=C(N)O1 (stereo not drawn)	-1.0	100	6	96	-15	-7	-3	-5	4
CC[C@H]1CC2CN3CCc4c([nH]c5cc(OC)ccc45)[C@](C(=O)OC)(C2)[C@H]13	-2.1	101	.	103	.	.	3	.	.
O=C(Nc1ccccc1OC(=O)N1CCOCC1)N1CCOCC1	-0.7	105	36	108	-4	5	6	-5	1
O=C(c1ccco1)c1cn(Cc2ccccc2Cl)c2ccccc12	-0.2	103	14	94	-13	29	-3	8	-1
CC[N+](CC)(CC)CCCCCCCCCC[N+](CC)(CC)CC	-0.7	96	20	95	7	16	-5	4	-7
CNCCc1nc(N)n[nH]1	0.2	104	-3	107	3	17	3	1	-2
O=c1c2ccccc2nc(CNc2ccccc2)n1-c1ccccc1	-2.1	106	16	100	-1	9	-2	4	-12

Fetched one by one from the list above (4):
SMILES	OXTR agonist	MEKK3 PB1 HTS	PHOSPHO1 inh	MEKK2 WT-MEK5	FID counter	NALP1 inh	MEKK2mut PB1 HTS	PfM18AAP inh	GPR7 antag
CCOC(=O)c1c(C)n(Cc2ccco2)c2ccc(OC)cc12	-2.6	98	1	98	-12	4	0	-23	-17
CCCC1=C(C(=O)OCC)C2(C(=O)Nc3ccccc32)C(C#N)=C(N)O1 (stereo not drawn)	-1.0	100	6	96	-15	-7	-3	-5	4
CC[N+](CC)(CC)CCCCCCCCCC[N+](CC)(CC)CC	-0.7	96	20	95	7	16	-5	4	-7
CCCCn1c(NS(=O)(=O)c2ccccc2)c(C(=O)OCC)c2nc3ccccc3nc21	7.8	100	83*	91	-31	11	-2	12	-2

Continuation.
SMILES	OXTR agonist	MEKK3 PB1 HTS	PHOSPHO1 inh	MEKK2 WT-MEK5	FID counter	NALP1 inh	MEKK2mut PB1 HTS	PfM18AAP inh	GPR7 antag
CCOC(=O)C1C(=O)N(C)C2(C)CC1c1ccccc1O2 (stereo not drawn)	1.4	82	0	78	-1	-16	-4	-5	-10
CCCNC(=O)N1[C@H]2CC[C@@H]1C(C(=O)OC)=C(c1ccc(S(C)(=O)=O)cc1)C2	0.6	107	.	112	.	.	6	.	.
CN(C)C(Cc1ccccc1)C(=O)c1ccc(-c2ccccc2)cc1 (stereo not drawn)	-1.0	106	14	115	-2	27	11	7	-5
Fc1cccc(F)c1-c1nc(-c2ccc(Cl)cc2)no1	0.1	78	39	78	3	2	-33	-4	-1

An excerpt (hit frequency here may not be typical).
